Bfl-1 inhibitors – Bfl-1 inhibitors, primary screen, biochemical, fluorescence polarization, FITC-Bid, mouse (AID 432); FITC-Bid BH3 peptide fluorescence polarization displacement; higher % means a stronger effect; hit rate 0.02% among 64,000; displacement, % at 20 µM, or IC50 in µM where a hit was titrated; in the data active = a potency from the dose series; inactive = the rest, 99 in 100 with displacement below about 15%; note: strong numbers were not always called active
HPDE-C7K KRASV12 – cytotoxicity in KRAS-transformed pancreatic duct cells, primary screen, cell-based, fluorescence, HTS (AID 431); HPDE-C7K KRASV12 cells, Alamar Blue viability, 48 h; higher % means a stronger effect; cytotoxicity, % at 10 µM, or EC50 in µM where a hit was titrated; hit rate 1.7% among 63,000;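 active = compounds whose percent cytotoxicity in the single-dose primary screen, scaled between solvent and toxic-drug controls, exceeds 50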;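 note: 0% = DMSO solvent wells and 100% = doxorubicin-treated wells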
DPM-DC inhibit – S. pneumoniae DPM-DC inhibitors, primary screen, biochemical, PK/LDH-coupled NADH fluorescence; diphosphomevalonate decarboxylase (Streptococcus pneumoniae D39); purified DPM-DC; calls only at 10 µM; hit rate 0.49% among 65,000; AID 556, 2006;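 active = the 320 compounds with the highest percent inhibition in the single-dose primary screen, excluding strongly autofluorescent ones, cut at about 32% in these data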;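 note: kinetic rate of NADH fluorescence loss reporting ADP formed by the decarboxylase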
LYP inhibition – LYP phosphatase inhibitors, primary screen, biochemical, DiFMUP fluorescence, recombinant catalytic domain, 10 µM (AID 606) | recombinant LYP catalytic domain, DiFMUP fluorescence; higher % means a stronger effect | inhibition, % at 10 µM, or IC50 in µM where a hit was titrated | Tyrosine-protein phosphatase non-receptor type 22 (Homo sapiens) | 52,000 tested, under 10 active;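 active = IC50 under 40 µM in the dose-response test; inactive = IC50 of 40 µM or more, or never dose-tested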
HPDE-C7 viability – cytotoxicity in HPDE-C7 cells, cell-based, fluorescence, HTS (AID 430) | one-dose cytotoxicity, % at 10 µM; EC50 in µM for titrated hits | hit rate 1.8% among 63,000 | HPDE-C7 pancreatic duct cells viability, fluorescence; higher % means a stronger effect;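 note: cells exposed to compound for 48 hours before viability readout; 0% = vehicle and 100% = reference cytotoxic drug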
Spn PMK inh – S. pneumoniae PMK inhibitors, primary screen, biochemical, mevalonate pathway, pilot trial included. inhibition, % at 10 µM. purified PMK, PK/LDH-coupled NADH absorbance 340 nm. hit rate 0.49% among 65,000;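 active = top-ranked compounds by inhibition in the single 10 µM screen, taking a fixed number of the strongest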;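 note: 0% = full reaction with DMSO carrier and 100% = background rate without enzyme reaction; no value below 0 was filed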
HT1080 cytotoxicity – cytotoxicity in HT1080 fibrosarcoma cells, cell-based, fluorescence readout (AID 620). HT1080 viability, fluorescence; higher % means a stronger effect. cytotoxicity, % at 10 µM; hits with a dose series show EC50 in µM. hit rate 0.42% among 87,000;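 note: cells exposed to compound overnight then 4 h with Alamar Blue; 0% = vehicle DMSO and 100% = killing control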
Alkaline phosphatase – human TNAP enzyme inhibitors, biochemical, luminescent (AID 518); Alkaline phosphatase, tissue-nonspecific isozyme (Homo sapiens); purified TNAP enzyme, luminescent substrate readout; higher % means a stronger effect; one-dose inhibition, % at 20 µM; IC50 in µM for titrated hits; hit rate 0.09% among 64,000; in the data active = a potency from the dose series; inactive = the rest, 99 in 100 with inhibition below about 22%;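 note: plate controls were vehicle for no effect and reference inhibitor for full effect; many of its hits are not listed in these tables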
MK inhibit – S. pneumoniae MK inhibitors, primary screen, biochemical, PK/LDH-coupled NADH absorbance; AID 555, 2006; hit rate 0.48% among 65,000; purified MK, PK/LDH-coupled NADH absorbance 340 nm; inhibition, % at 10 µM;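 active = ranked among the strongest by inhibition in the single 10 µM screen, a fixed top-ranked set picked for dose follow-up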; note: no value below 0 was filed
Spn PMK inh pilot replicates – also measured in Spn PMK inh; calls as there; inhibition, %; measured here: pilot screen replicates
MK inhibit pilot replicates – also measured in MK inhibit; calls as there; inhibition, %; measured here: pilot screen replicates
DPM-DC inhibit pilot screen % – recorded beside DPM-DC inhibit, whose call it bears; inhibition, %; measured here: pilot screen trials
* = called active by the depositor; i = inactive; / = not tested or not shown. Cut-off read from the data, not from the text of the source, unless noted: active = cytotoxicity above about 50%; inactive = the rest. The order is random; any-hit rate near 3.3%.

SMILES | Bfl-1 inhibitors | HPDE-C7K KRASV12 | DPM-DC inhibit | LYP inhibition | HPDE-C7 viability | Spn PMK inh | HT1080 cytotoxicity | Alkaline phosphatase | MK inhibit | others
CCOc1ccc(N=C(NC#N)SCC(=O)NC2CC2)cc1 | -3% | -5% | i | 6% | 1% | 3 | 18% | 7% | 7
CCCN1CCN(CCCNC(=O)Cn2cc3c(n2)CCCC3)CC1 | -2% | 11% | i | 4% | 8% | 6 | 2% | 12% | 3
CCn1c(=O)c2ccccc2n2c(SCC(=O)NCc3cccs3)nnc12 | -9% | -33% | i | 7% | -27% | 13 | 18% | 9% | 0
COc1ccc(C2=C(O)C(C)N(c3ccccc3)C2=N)cc1OC (stereo not given) | 4% | 0% | i | 13% | -4% | 13 | 0% | 11% | 1
COc1ccc(CCCc2nnc(SCC(=O)Nc3nc(C)cs3)n2C)cc1 | -4% | -3% | i | 0% | -7% | 6 | -2% | 11% | 7
Cc1cc(C)nc(NS(=O)(=O)c2ccc(Br)s2)c1 | -1% | 8% | i | -2% | 5% | 2 | 6% | 3% | 0
CCCn1c(-c2ccc(OC)cc2)nc2nc3ccccc3nc21 | -7% | -6% | / | 8% | -20% | 17 | 6% | 11% | 6
COc1ccc(S(=O)(=O)N2Cc3ccccc3CC2C(=O)Nc2nccs2)cc1OC (stereo not given) | 1% | -17% | i | -1% | -1% | 10 | / | -3% | 1
Cc1cc(C)c2c(N)c(C(=O)N3CCN(c4ncccn4)CC3)sc2n1 | -5% | -4% | i | 9% | 13% | 10 | -2% | 4% | 13 | Spn PMK inh pilot replicates=3.0;MK inhibit pilot replicates=5.0;DPM-DC inhibit pilot screen %=16
Cc1ccc(NS(=O)(=O)c2cn(C)cn2)cc1 | -4% | 6% | i | 10% | -1% | 21 | -13% | 14% | 3 | Spn PMK inh pilot replicates=2.5;MK inhibit pilot replicates=4.0;DPM-DC inhibit pilot screen %=0.5
O=C(O)CCC(=O)OCC1CCCO1 (stereo not given) | -8% | -9% | i | -10% | -15% | 13 | -2% | 10% | 6
O=C1CCCCCN1C(=O)c1cccc(C(=O)N2CCCCCC2=O)c1 | -3% | 0% | i | 3% | -3% | 11 | -11% | 10% | 10
COc1ccc(C)cc1-n1nnnc1SCC1CCCCO1 (stereo not given) | 0% | -4% | i | -11% | 6% | 10 | -6% | 4% | 2
CNC(=O)c1[nH]cnc1C(=O)Nc1cccc(OC)c1 | -4% | -1% | i | 7% | 9% | 8 | 10% | -2% | 4
Cc1ccc(Cn2ncc3c(N4CCN(c5ccc(C)cc5)CC4)ncnc32)cc1 | -4% | -26% | i | -7% | -27% | 5 | 13% | 12% | 2
CC(C)(C)NC(=O)CSc1nnc(-c2ccccn2)n1-c1ccccc1 | -4% | 2% | i | -11% | 6% | 28* | -2% | 17% | 3 | Spn PMK inh pilot replicates=6.5*;MK inhibit pilot replicates=1.0;DPM-DC inhibit pilot screen %=0.5
Cc1ccc2c(c1)c(C)c(C)n2CC(O)Cn1nc(C)cc1C (stereo not given) | 9% | -6% | i | / | -2% | 0 | -3% | -1% | 3
Cc1ccc(C)c(S(=O)(=O)NCc2ccc(C(=O)N3CCN(C)CC3)cc2)c1 | -6% | 4% | i | 4% | 4% | 1 | / | 14% | 18 | Spn PMK inh pilot replicates=2.5;MK inhibit pilot replicates=0.0;DPM-DC inhibit pilot screen %=0.0
COc1ccc(S(=O)(=O)Nc2ccc(O)c3ccccc23)cc1 | -1% | 10% | i | -3% | 2% | 3 | -16% | 26% | 4
COCCn1c(SCC(=O)Nc2cccc(C(=O)OC)c2)nc2ccccc2c1=O | 4% | -30% | i | / | -39% | 6 | -4% | 12% | 12
CCOc1ccccc1N1CC(O)=C(c2nc3ccccc3s2)C1=N | -12% | 65%* | i | 10% | 65%* | 9 | 69%* | 18% | 10 | Spn PMK inh pilot replicates=1.0;MK inhibit pilot replicates=1.5;DPM-DC inhibit pilot screen %=12
Cc1nn(CCC(=O)O)c2nc(-c3cccnc3)cc(C(F)(F)F)c12 | 2% | -19% | / | 11% | -18% | 5 | -6% | 1% | 5
CC1=CC(C)C(/C=N/n2cnnc2)C(C)C1 (stereo not given) | 5% | 6% | i | -6% | -2% | 14 | 0% | 11% | 2
CCN1CCN(C(=O)CCN2C(=O)COc3ccc(C)cc32)CC1 | -11% | -4% | i | 1% | -14% | 12 | 2% | -5% | 6
CCC(CC)C(=O)NCCNC(=O)C(CC)CC | 4% | -4% | i | 13% | 1% | 9 | -6% | 10% | 12
N#Cc1c(N2C(=O)C3C4C=CC(C4)C3C2=O)sc2c1CCC2 (stereo not given) | 0% | -4% | i | 13% | 3% | 10 | -4% | 8% | 8 | Spn PMK inh pilot replicates=7.0;MK inhibit pilot replicates=0.0;DPM-DC inhibit pilot screen %=0.0
CC1=Nn2c(nnc2-c2ccc(F)cc2)SC1 | 6% | 7% | i | 13% | -4% | 15 | -3% | 7% | 13 | Spn PMK inh pilot replicates=0.5;MK inhibit pilot replicates=0.0;DPM-DC inhibit pilot screen %=3.5
O=C(C1CCN(S(=O)(=O)c2cnc[nH]2)CC1)N1CCN(Cc2ccc3c(c2)OCO3)CC1 | -3% | -8% | i | / | -2% | 18 | 3% | 3% | 5
Cn1c(SCC(=O)NCc2ccco2)nnc1-c1c[nH]c2ccccc12 | -3% | -15% | i | 7% | -8% | 1 | 6% | 0% | 4
CCC(=O)N(Cc1cc2cccc(C)c2[nH]c1=O)c1ccccc1OC | -5% | 20% | i | -1% | -1% | 5 | -10% | 8% | 5
COc1ccc(-n2c(SCc3ccc(C#N)cc3)nnc2-c2ccccn2)cc1 | -1% | 14% | i | 13% | 1% | 6 | 3% | 12% | 8 | Spn PMK inh pilot replicates=1.0;MK inhibit pilot replicates=0.0;DPM-DC inhibit pilot screen %=1.5
CCOC(=O)c1c(NC(=O)c2nn(CC)cc2Br)sc(C)c1C | -10% | 31% | / | 14% | 29% | 6 | 6% | 7% | 1
COc1ccc(CN2CCOCC2)cc1Br | -6% | -2% | i | 6% | -3% | 0 | 5% | 7% | 2
CC(=O)c1c(C)oc(C)c1CSCc1ccc(C(=O)O)o1 | 18% | 4% | i | 12% | -4% | 11 | 3% | 9% | 11
CCN(CC)CC(=O)c1c[nH]c2ccc(C)cc12 | 2% | -23% | i | 3% | -32% | 4 | 15% | 7% | 11
Cc1ccccc1OCC(O)Cn1c(NCc2ccco2)nc2c1c(=O)[nH]c(=O)n2C (stereo not given) | -2% | 10% | i | / | -2% | 15 | 29% | 5% | 7
CN(C)CC1(c2ccccc2)CCCC1 | -4% | -14% | i | -2% | -13% | 3 | -4% | 4% | 0
CCOC(=O)N1CCN(c2nc3ccccc3nc2C(C#N)C(=O)NCCc2ccccc2)CC1 (stereo not given) | -49% | -9% | i | 1% | 1% | 3 | -10% | 23% | 4
CCOC(=O)C1Cc2ccccc2CN1 (stereo not given) | 2% | -11% | i | 6% | -7% | 13 | -8% | 9% | 4
COc1ccc(-c2cnc(SCC(=O)Nc3cc(C)on3)n2Cc2ccco2)cc1 | 15% | 0% | i | / | -9% | 5 | 5% | 2% | 7
O=C(O)Cn1c(SC2CCCCC2)nc2ccccc21 | -4% | -14% | i | / | -8% | 15 | 4% | 4% | 8
COCCn1c(COc2ccc(OC)cc2)nc2ccccc21 | -7% | -11% | i | 5% | -11% | 0 | -1% | 7% | 4
COc1ccc(-c2nnc(SCC(=O)NC(=O)NCc3ccco3)o2)cc1 | 4% | -15% | i | 1% | -15% | 0 | 2% | 11% | 5 | Spn PMK inh pilot replicates=0.5;MK inhibit pilot replicates=0.0;DPM-DC inhibit pilot screen %=0.0
COc1ccc(C2NC3=C(CCC3)C3(C#N)C4(N=C(N)C23C#N)OCCO4)cc1 (stereo not given) | -2% | -13% | i | 9% | -5% | 17 | 1% | 12% | 8
CCN(CC)C(=O)Oc1ccccc1NC(C)=O | 3% | -18% | i | 5% | -10% | 12 | 0% | 6% | 4 | Spn PMK inh pilot replicates=0.0;MK inhibit pilot replicates=0.0;DPM-DC inhibit pilot screen %=0.0
Cc1ccc(S(=O)(=O)Cn2cnnn2)cc1 | 1% | -32% | i | 2% | -27% | 9 | 19% | 2% | 4
CCCCN(CC)CCNS(=O)(=O)c1ccc2c(c1)oc(=O)n2C | -8% | -2% | i | 0% | -6% | 6 | -3% | 9% | 9
Nc1cccc(C(=O)Nc2ccc(N)cc2Cl)c1 | 4% | / | i | 2% | / | 17 | 3% | 10% | 3
O=C(CSc1nnc(-c2c[nH]c3ccccc23)o1)N1CCCCC1 | 0% | -7% | i | -2% | -28% | 18 | -7% | 8% | 1
CCOc1ccccc1NC(=O)c1nc[nH]c1C(=O)Nc1ccccc1OCC | 2% | 12% | / | 14% | 7% | 15 | -12% | 7% | 5
CCOC(=O)c1cc2sccc2n1Cc1ccccc1 | 2% | -6% | i | 1% | -4% | 20 | 23% | 18% | 0 | Spn PMK inh pilot replicates=0.0;MK inhibit pilot replicates=0.0;DPM-DC inhibit pilot screen %=0.0
CC(C)(/C=N/O)/[N+]([O-])=C/c1ccco1 | 2% | -10% | i | / | 7% | 7 | 6% | 15% | 6

An excerpt from above in order of number of heavy atoms, low to high:
SMILES | Bfl-1 inhibitors | HPDE-C7K KRASV12 | DPM-DC inhibit | LYP inhibition | HPDE-C7 viability | Spn PMK inh | HT1080 cytotoxicity | Alkaline phosphatase | MK inhibit | others
CC(C)(/C=N/O)/[N+]([O-])=C/c1ccco1 | 2% | -10% | i | / | 7% | 7 | 6% | 15% | 6
Cc1ccc(S(=O)(=O)Cn2cnnn2)cc1 | 1% | -32% | i | 2% | -27% | 9 | 19% | 2% | 4
CCN(CC)C(=O)Oc1ccccc1NC(C)=O | 3% | -18% | i | 5% | -10% | 12 | 0% | 6% | 4 | Spn PMK inh pilot replicates=0.0;MK inhibit pilot replicates=0.0;DPM-DC inhibit pilot screen %=0.0
CCOC(=O)c1cc2sccc2n1Cc1ccccc1 | 2% | -6% | i | 1% | -4% | 20 | 23% | 18% | 0 | Spn PMK inh pilot replicates=0.0;MK inhibit pilot replicates=0.0;DPM-DC inhibit pilot screen %=0.0
COCCn1c(COc2ccc(OC)cc2)nc2ccccc21 | -7% | -11% | i | 5% | -11% | 0 | -1% | 7% | 4
COc1ccc(-c2nnc(SCC(=O)NC(=O)NCc3ccco3)o2)cc1 | 4% | -15% | i | 1% | -15% | 0 | 2% | 11% | 5 | Spn PMK inh pilot replicates=0.5;MK inhibit pilot replicates=0.0;DPM-DC inhibit pilot screen %=0.0
CCOc1ccccc1NC(=O)c1nc[nH]c1C(=O)Nc1ccccc1OCC | 2% | 12% | / | 14% | 7% | 15 | -12% | 7% | 5

Compound activity (PubChem BioAssay)
